Screening data: PubChem BioAssay, NCI
NCI-60 one-dose screen, 48 h, at 10 µM unless noted. Numbers give growth in % (100 = growth as untreated, 0 = no growth, -100 = all killed).
HCT-15: HCT-15 colon cancer; 5.2% of 82,000 active; AID 1794746
SNB-19: SNB-19 CNS cancer cells; 2.5% of 81,000 active
SW-620: SW-620 colon cancer | 5.2% of 82,000 active | AID 1794795
KM12: KM12 colon cancer cells; 5% of 82,000 active; AID 1794800
HCC-2998: HCC-2998 colon cancer | 4.7% of 79,000 active | AID 1794799
HT29: HT29 colon cancer; 7.4% of 81,000 active
SF-268: SF-268 CNS cancer cells; 3.1% of 82,000 active; AID 1794759
HCT-116: HCT-116 colon cancer. AID 1794798. 7.3% of 82,000 active
SNB-75: SNB-75 CNS cancer; 5% of 79,000 active; AID 1794750
* = called active by the depositor; & = joins results of further samples. How the source made its calls: active means growth percent below 10; inactive means the rest.

Results for NC1=NNC(c2cccc(O)c2)C1c1ccc(Cl)cc1 (stereo not drawn) ?
HCT-15: 96.2; SNB-19: 98.2; SW-620: 118.1; KM12: 92.7; HCC-2998: 64.8; HT29: 99.1; SF-268: 103.2; HCT-116: 103.1; SNB-75: 83.7

Results for O=C(N=Nc1c(O)[nH]c2ccc(OC(F)(F)F)cc12)c1cc2ccccc2[nH]1 ?
HCT-15: 97.6; SNB-19: 100.6; SW-620: 106.4; KM12: 101.5; HCC-2998: 113.4; HT29: 116.3; SF-268: 99.4; HCT-116: 106.2; SNB-75: 92.8

How did COC(=O)C1(C(C)C(=O)c2ccccc2)NC(=S)NC(=O)C1C#N (stereo not drawn) do in these assays?
HCT-15: 99.0; SNB-19: 96.8; SW-620: 113.6; KM12: 106.2; HCC-2998: 121.3; HT29: 113.9; SF-268: 101.5; HCT-116: 107.8; SNB-75: 102.2

What do the screens show for `Cc1ccc(C)c(Oc2c(-c3nc4ccc(C)cc4[nH]3)c(C)nn2-c2ccccc2)c1`?
HCT-15: 100.6; SNB-19: 100.7; SW-620: 114.1; KM12: 96.0; HCC-2998: 125.0; HT29: 112.1; SF-268: 84.4; HCT-116: 102.4; SNB-75: 92.7

How did CS(=O)(=O)OCC(O)C(O)C(O)C(O)COS(C)(=O)=O (stereo not drawn) do in these assays?
HCT-15: 92.6; SNB-19: 103.4; SW-620: 104.4; KM12: 110.9; HT29: 115.6; SF-268: 102.5; HCT-116: 104.6; SNB-75: 85.7

How did O=[N+]([O-])c1ccc(NN=C(C2CC2)C2CC2)c([N+](=O)[O-])c1 do in these assays?
HCT-15: 107.6; SNB-19: 105.3; SW-620: 109.4; KM12: 97.1; HCC-2998: 106.6; HT29: 97.7; SF-268: 99.8; HCT-116: 95.0; SNB-75: 96.7

Results for CCOc1ccccc1Br ?
HCT-15: 105.5; SNB-19: 106.0; SW-620: 105.9; KM12: 107.1; HCC-2998: 100.8; HT29: 124.2; SF-268: 112.4; HCT-116: 111.4; SNB-75: 105.5

How did O=C(NNCc1ccccc1)c1ccccc1 do in these assays?
HCT-15: 96.9; SNB-19: 98.5; SW-620: 106.5; KM12: 98.0; HCC-2998: 93.2; HT29: 116.0; SF-268: 112.7; HCT-116: 102.1; SNB-75: 93.0

How did CCC(N)(C(=O)O)c1ccc(F)cc1 (stereo not drawn) do in these assays?
HCT-15: 104.3; SNB-19: 107.2; SW-620: 109.6; KM12: 104.5; HCC-2998: 95.4; HT29: 94.9; SF-268: 102.2; HCT-116: 91.3; SNB-75: 113.0

How did Nc1ccc(Cl)cc1C(=O)O do in these assays?
HCT-15: 97.7; SNB-19: 108.8; SW-620: 104.2; KM12: 106.9; HCC-2998: 105.0; HT29: 101.1; SF-268: 102.0; HCT-116: 97.5; SNB-75: 97.9

What do the screens show for `CC(=O)c1c(C)nc(-c2cc(C)cc(Cl)c2)nc1-c1cccc(Oc2ccccc2)c1`?
HCT-15: 60.2; SNB-19: 79.3; SW-620: 25.7; KM12: 30.7; HCC-2998: 77.6; HT29: 39.5; SF-268: 71.0; HCT-116: 30.5; SNB-75: 72.4

What do the screens show for `CCCCCCCCCCCCCC(=O)c1ccccc1`?
HCT-15: 100.3; SNB-19: 101.5; SW-620: 109.1; KM12: 104.7; HCC-2998: 104.8; HT29: 97.2; SF-268: 99.9; HCT-116: 94.9; SNB-75: 87.9

How did COc1ccc(C2NC(=O)NC=C2C(=O)c2cc3ccccc3oc2=O)cc1 (stereo not drawn) do in these assays?
HCT-15: 99.3; SNB-19: 96.9; SW-620: 99.4; KM12: 86.6; HCC-2998: 126.2; HT29: 105.9; SF-268: 100.1; HCT-116: 100.1

What do the screens show for `COc1cc(/C=N/NC(=O)c2ccc(OCc3nc4ccc(Cl)cc4[nH]3)cc2)cc(OC)c1OC`?
HCT-15: 37.4; SNB-19: 55.5; SW-620: 40.8; KM12: 43.3; HCC-2998: 61.2; HT29: 21.4; SF-268: 70.0; HCT-116: 22.8; SNB-75: 122.7

How did CCOc1ccc2nc(NC(=O)Nc3ccccc3C)sc2c1 do in these assays?
HCT-15: 27.0; SNB-19: 53.8; SW-620: 29.2; KM12: 40.7; HCC-2998: 81.4; HT29: 14.9; SF-268: 78.6; HCT-116: 39.8

How did C=C(C)[C@@H]1CC[C@]2(C#N)CC[C@]3(C)[C@H](CC[C@@H]4[C@@](C)(CCc5nn[nH]n5)[C@H](C(=C)C)CC[C@]43C)[C@@H]12 do in these assays?
HCT-15: 91.4; SNB-19: 96.9; SW-620: 101.1; KM12: 99.6; HCC-2998: 102.1; HT29: 104.2; SF-268: 99.6; HCT-116: 99.4; SNB-75: 131.8

What do the screens show for `COC(=O)C1(C)CCC[C@]2(C)[C@H]3C[C@H]4C(C(C)C)=C[C@]3(CC[C@@H]12)[C@H]1[C@@H]4[C@@H](OC(=O)c2ccco2)CC[C@@H]1OC(=O)c1ccco1` (stereo partly drawn)?
HCT-15: 107.4; SNB-19: 98.4; SW-620: 101.9; KM12: 105.5; HCC-2998: 107.5; HT29: 115.8; SF-268: 107.8; HCT-116: 109.8; SNB-75: 97.8

How did O=c1cc(S(=O)(=O)Cc2ccccc2)[nH]c(=O)[nH]1 do in these assays?
HCT-15: 111.6; SNB-19: 100.9; SW-620: 95.0; KM12: 101.7; HCC-2998: 108.2; HT29: 108.1; SF-268: 107.3; HCT-116: 101.8; SNB-75: 89.2

What do the screens show for `COc1cc(NC2CCCCC2O)c2nc(-c3ccc(Cl)cc3)ccc2c1` (stereo not drawn)?
HCT-15: 62.8&49.6; SNB-19: 93.6&83.4; SW-620: 86.7&78.9; KM12: 68.3&54.9; HCC-2998: 93.0&91.8; HT29: 67.9&54.2; SF-268: 84.0&77.5; HCT-116: 77.2&69.6; SNB-75: 102.9&82.0

What do the screens show for `O=[N+]([O-])c1ccc(O)cc1Br`?
HCT-15: 101.2; SNB-19: 98.6; SW-620: 104.4; KM12: 100.9; HCC-2998: 102.8; HT29: 92.6; SF-268: 99.6; HCT-116: 95.4; SNB-75: 92.7

What do the screens show for `CCCCN1C(=O)c2c(/C=C/C(=O)OCC)ccc3c(OC)cc(/C=C/C(=O)OCC)c(c23)C1=O`?
HCT-15: 65.0; SNB-19: 85.0; SW-620: 96.7; KM12: 75.0; HCC-2998: 90.5; HT29: 97.0; SF-268: 88.5; HCT-116: 70.9; SNB-75: 76.9

Results for O=C(Nc1cccc(NC(=O)C(=O)O)c1)Oc1ccccc1 ?
HCT-15: 105.1; SW-620: 108.1; KM12: 107.7; HCC-2998: 103.2; SF-268: 109.2; HCT-116: 98.7; SNB-75: 84.1

Results for Nc1ccc(C(=O)NCCSCCN2CCCCC2)cc1 ?
HCT-15: 112.7; SNB-19: 98.0; SW-620: 107.0; KM12: 111.1; HCC-2998: 103.3; HT29: 100.6; SF-268: 106.9; HCT-116: 109.4; SNB-75: 89.3

Results for COc1ccc(NC(=O)CSc2nnc3n(Cc4ccccc4)c(=O)c4c(C)c(C(N)=O)sc4n23)cc1 ?
HCT-15: 104.4; SNB-19: 94.4; SW-620: 103.9; KM12: 103.3; HCC-2998: 100.0; HT29: 94.3; SF-268: 89.6; HCT-116: 99.5; SNB-75: 83.8

Pulled by structure from above:
How did C=C(C)[C@@H]1CC[C@]2(C#N)CC[C@]3(C)[C@H](CC[C@@H]4[C@@](C)(CCc5nn[nH]n5)[C@H](C(=C)C)CC[C@]43C)[C@@H]12 do in these assays?
HCT-15: 91.4; SNB-19: 96.9; SW-620: 101.1; KM12: 99.6; HCC-2998: 102.1; HT29: 104.2; SF-268: 99.6; HCT-116: 99.4; SNB-75: 131.8

What do the screens show for `O=[N+]([O-])c1ccc(O)cc1Br`?
HCT-15: 101.2; SNB-19: 98.6; SW-620: 104.4; KM12: 100.9; HCC-2998: 102.8; HT29: 92.6; SF-268: 99.6; HCT-116: 95.4; SNB-75: 92.7

What do the screens show for `COc1cc(NC2CCCCC2O)c2nc(-c3ccc(Cl)cc3)ccc2c1` (stereo not drawn)?
HCT-15: 62.8&49.6; SNB-19: 93.6&83.4; SW-620: 86.7&78.9; KM12: 68.3&54.9; HCC-2998: 93.0&91.8; HT29: 67.9&54.2; SF-268: 84.0&77.5; HCT-116: 77.2&69.6; SNB-75: 102.9&82.0

Results for Nc1ccc(C(=O)NCCSCCN2CCCCC2)cc1 ?
HCT-15: 112.7; SNB-19: 98.0; SW-620: 107.0; KM12: 111.1; HCC-2998: 103.3; HT29: 100.6; SF-268: 106.9; HCT-116: 109.4; SNB-75: 89.3

What do the screens show for `CCCCN1C(=O)c2c(/C=C/C(=O)OCC)ccc3c(OC)cc(/C=C/C(=O)OCC)c(c23)C1=O`?
HCT-15: 65.0; SNB-19: 85.0; SW-620: 96.7; KM12: 75.0; HCC-2998: 90.5; HT29: 97.0; SF-268: 88.5; HCT-116: 70.9; SNB-75: 76.9

How did CCOc1ccc2nc(NC(=O)Nc3ccccc3C)sc2c1 do in these assays?
HCT-15: 27.0; SNB-19: 53.8; SW-620: 29.2; KM12: 40.7; HCC-2998: 81.4; HT29: 14.9; SF-268: 78.6; HCT-116: 39.8

(continued)
How did CC1CCN(CN2N=C3c4ccsc4CCCC3CC2=O)CC1 (stereo not drawn) do in these assays?
HCT-15: 103.9; SNB-19: 100.3; SW-620: 96.5; KM12: 95.0; HCC-2998: 106.0; HT29: 103.2; SF-268: 94.5; HCT-116: 93.5; SNB-75: 81.5

Results for O=C(NC1CCOC1=O)OCc1ccccc1 (stereo not drawn) ?
HCT-15: 107.9; SW-620: 100.6; KM12: 105.1; HT29: 101.2; SF-268: 114.0; HCT-116: 103.3; SNB-75: 86.8

What do the screens show for `CC1=C(C(=O)Nc2ccc(C)cc2)C(c2ccc(F)cc2)C2=C(CC(C)(C)CC2=O)N1` (stereo not drawn)?
HCT-15: 93.4; SNB-19: 89.8; SW-620: 102.1; KM12: 88.7; HCC-2998: 94.5; HT29: 98.4; SF-268: 88.7; HCT-116: 91.4; SNB-75: 71.3

How did COc1ccc(-c2nc3c(c(-c4ccc(Cl)cc4)nn3-c3ccccc3)c(-c3ccc(Cl)cc3)c2C#N)cc1 do in these assays?
HCT-15: 102.7; SNB-19: 99.9; SW-620: 105.1; KM12: 106.3; HCC-2998: 119.0; HT29: 102.5; SF-268: 104.5; HCT-116: 99.8; SNB-75: 86.3

Results for COc1ccc2[nH]c(O)c(/C=c3/ccc4c(c3)N=C(c3ccc(C(F)(F)F)cc3)N=4)c2c1 ?
HCT-15: 53.9; SNB-19: 81.4; SW-620: 86.4; KM12: 75.1; HCC-2998: 97.7; HT29: 80.0; SF-268: 85.6; HCT-116: 56.0; SNB-75: 60.7

What do the screens show for `COc1ccc(C2C=C(C)N=C3SC=NN32)cc1OC` (stereo not drawn)?
HCT-15: 102.2; SNB-19: 87.6; SW-620: 109.6; KM12: 112.1; HCC-2998: 107.9; HT29: 108.7; SF-268: 104.3; HCT-116: 107.3; SNB-75: 83.6

What do the screens show for `COc1ccc(-c2[nH]ncc2Nc2cc(OC)c(OC)c(OC)c2)cc1`?
HCT-15: 32.2; SNB-19: 34.6; SW-620: 32.4; KM12: 32.5; HT29: 26.2; SF-268: 53.1; HCT-116: 35.5; SNB-75: 44.6

Results for C=CC(=O)N[C@@H](/C=C/C(=O)O)Cc1ccc(-c2cc(Cl)cc(Cl)c2)cc1 ?
HCT-15: 83.9; SNB-19: 104.4; SW-620: 95.2; KM12: 93.1; HCC-2998: 98.8; HT29: 82.2; SF-268: 84.5; HCT-116: 63.9; SNB-75: 89.6

How did COc1ccc(-c2nn(-c3ccccc3)cc2/C=C2/CCc3ccccc3C2=O)cc1 do in these assays?
HCT-15: 101.8; SNB-19: 98.5; SW-620: 100.7; KM12: 98.8; HCC-2998: 104.6; HT29: 99.0; SF-268: 88.6; HCT-116: 95.2; SNB-75: 80.2

How did COc1cc(OC)cc(-c2ccc(C(=N)N)nc2)c1 do in these assays?
HCT-15: 104.8; SNB-19: 96.7; SW-620: 94.4; KM12: 97.1; HCC-2998: 109.1; HT29: 93.1; SF-268: 88.6; HCT-116: 94.3

How did CSC1=NC(c2ccccc2)C(C(C)=O)=C(C)N1 (stereo not drawn) do in these assays?
HCT-15: 109.6; SNB-19: 105.8; SW-620: 100.4; KM12: 101.9; HCC-2998: 116.3; HT29: 116.6; SF-268: 81.5; HCT-116: 98.9; SNB-75: 63.8

How did COc1ccc(OC)c(/C=C/c2nc3ccccc3c(=O)n2-c2ccc(C#Cc3ccc4cc(OC)ccc4c3)cc2C)c1 do in these assays?
HCT-15: 107.2; SNB-19: 104.7; SW-620: 106.6; KM12: 115.2; HCC-2998: 102.4; HT29: 98.2; SF-268: 114.2; HCT-116: 94.5; SNB-75: 102.4

Results for O=C(O)/C=C/C(=O)NCc1ccccc1 ?
HCT-15: 97.3; SNB-19: 114.8; SW-620: 109.0; KM12: 104.0; HCC-2998: 95.7; HT29: 105.3; SF-268: 110.4; HCT-116: 106.1; SNB-75: 81.9

Results for C#CCOCC1CN(C)C(=O)O1 (stereo not drawn) ?
HCT-15: 98.1; SNB-19: 106.9; SW-620: 97.0; KM12: 107.2; HCC-2998: 109.2; HT29: 99.5; SF-268: 113.4; HCT-116: 119.3; SNB-75: 98.5

How did O=c1[nH]c2ccccc2cc1-c1nc2ccccc2[nH]1 do in these assays?
HCT-15: 60.5; SNB-19: 72.0; SW-620: 88.0; KM12: 10.5; HCC-2998: 90.8; HT29: 99.7; SF-268: 86.9; HCT-116: 64.3; SNB-75: 46.7
